Compound activity deposited in PubChem BioAssay by several laboratories.
sdo1 growth = restores growth of sdo1-depleted yeast; S. cerevisiae sdo1-depleted JHY4D growth rescue, OD600 30 h; stronger effect = higher value; pdr5 snq2 efflux-pump mutant strain; z-score at 10 µM; 0.21% of 140,000 active;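 active = z-score above 3 at both the 24 hr and the 30 hr optical density reads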;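 also: z-score against mean and SD of all compound wells on the same plate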
Insulin prom inh = TRM-6 insulin promoter activity inhibition | TRM-6 cells (human fetal islet line), insulin promoter-eGFP reporter, imaging; reporter expression induced with tamoxifen | inhibition, % at 2 µM | 0.9% of 130,000 active | AID 1273;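 active = inhibition above the mean plus 3 SD, with well images judged a real hit on visual review, cut at about 60% in these data, passing the limit was not always enough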
sdo1 growth Rescue 24 h = recorded beside sdo1 growth, whose call it bears; z-score; S. cerevisiae sdo1-depleted JHY4D growth rescue, OD600; measured here: growth rescue at 24 h;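 0 is the plate mean of compound wells and units are plate SD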
An asterisk follows results filed as active; · = no result given. Not all compounds are listed; count on the stated rates, not on these rows.

SMILES	sdo1 growth	sdo1 growth Rescue 24 h	Insulin prom inh
NS(=O)(=O)c1cc2c(cc1C(F)(F)F)NC(Cc1ccccc1)NS2(=O)=O (stereo not drawn)	0.18	-0.08	23
COc1cc2nc(N3CCN(C(=O)C4COc5ccccc5O4)CC3)nc(N)c2cc1OC (stereo not drawn)	0.44	0.62	27
Nc1cc(-c2ccncc2)c[nH]c1=O	0.44	0.04	14
C[C@H](CCC(=O)O)[C@H]1CC[C@H]2[C@@H]3[C@@H](O)C[C@@H]4C[C@H](O)CC[C@]4(C)[C@H]3CC[C@]12C	·	·	40
c1ccc2c(CC3=NCCN3)cccc2c1	-1.1	-0.89	22
COc1ccc(CN(CCN(C)C)c2ccccn2)cc1	0.23	0.3	-14
CCOc1ccc(S(=O)(=O)N2CCCCCC2)c2ccccc12	-0.51	-0.43	-66
CC1=NN(c2ccccc2)C(=O)C1	-0.02	-0.08	0
CC(C)Cc1ccc(C(C)C(=O)O)cc1 (stereo not drawn)	-0.06	-0.08	-5
COc1ccccc1OCC(O)COC(N)=O (stereo not drawn)	-0.02	-0.09	24

3 entries from above, ordered by their value in sdo1 growth, lowest first:
Compound	sdo1 growth	sdo1 growth Rescue 24 h	Insulin prom inh
c1ccc2c(CC3=NCCN3)cccc2c1	-1.1	-0.89	22
CCOc1ccc(S(=O)(=O)N2CCCCCC2)c2ccccc12	-0.51	-0.43	-66
COc1ccccc1OCC(O)COC(N)=O (stereo not drawn)	-0.02	-0.09	24

Molecules from the list above containing nitrogen in an aromatic ring:
SMILES	sdo1 growth	sdo1 growth Rescue 24 h	Insulin prom inh
COc1cc2nc(N3CCN(C(=O)C4COc5ccccc5O4)CC3)nc(N)c2cc1OC (stereo not drawn)	0.44	0.62	27
Nc1cc(-c2ccncc2)c[nH]c1=O	0.44	0.04	14
COc1ccc(CN(CCN(C)C)c2ccccn2)cc1	0.23	0.3	-14
